Source: PubChem BioAssay
ABHD5-PLIN5 inh – ABHD5-PLIN5 protein interaction inhibition; Q00G26+Q8WTS1; Split G. princeps luciferase complementation, luminescence, 4 h; inhibition, % at 4 µM; hit rate 0.78% among 360,000;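 active means inhibition above the mean inhibition across every tested compound plus 3 SD, cut at about 22% in these data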;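 further: 0% = DMSO only wells and the 100% control is not disclosed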
ABCB6 inh 2 – blocks the human ABCB6 transporter; Q9NP58; K562-ABCB6 porphyrin accumulation, flow cytometry, 1 h; stronger effect = lower value; fluorescence ratio to DMSO, % at 10 µM; hit rate 0.19% among 360,000;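 active means fluorescence ratio to DMSO below 75%, the collection mean minus 3 SD; inconclusive means too few cells collected in the well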;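 further: signal is porphyrin accumulated inside mitochondria; 100% equals median channel fluorescence of DMSO control wells; lower ratio means ABCB6 inhibition with less porphyrin fluorescence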
Vif imaging – inhibitors of HIV Vif; HEK293T cells, Vif self-association by quenched fluorescence, imaging, 24 h; inhibition, % at 7.49 µM; hit rate 0.35% among 340,000; AID 602346; in the data active means inhibition above about 50%, passing the limit was not always enough; inconclusive means no clear call, values can overlap the other calls; inactive means below about 31%; further: some results filed as inactive read as strong as hits
MC4R antagonist – blocks human MC4R cAMP signaling. P32245. MC4R-expressing cells, MTII-stimulated cAMP, LANCE TR-FRET. inhibition, % at 6.5 µM. hit rate 0.48% among 360,000. AID 540295;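 active means inhibition above its plate's cutoff, the mean of tested wells on that plate plus 3 SD, cut at about 29% in these data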;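 further: 0% = Melanotan II alone and 100% = Melanotan II plus saturating MCL0020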
Target sequence (P32245 whole entry, looked up): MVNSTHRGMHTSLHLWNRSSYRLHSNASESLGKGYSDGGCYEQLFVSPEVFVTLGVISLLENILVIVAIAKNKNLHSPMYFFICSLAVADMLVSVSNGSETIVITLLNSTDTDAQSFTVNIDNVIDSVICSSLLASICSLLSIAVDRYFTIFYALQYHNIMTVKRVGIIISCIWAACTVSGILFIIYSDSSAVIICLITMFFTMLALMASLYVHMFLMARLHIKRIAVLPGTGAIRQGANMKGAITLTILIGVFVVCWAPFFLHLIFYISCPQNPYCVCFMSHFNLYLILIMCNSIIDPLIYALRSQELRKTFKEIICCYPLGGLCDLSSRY
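Material: U2OS-MC4R stable cell line | Reagent: Melanotan II challenge after compound preincubation | Doses: One concentration, 6.5 µM nominal | Incubation: 30-min compound preincubation, 1-h Melanotan II challenge, 1-h detection, room temperature | Signal: TR-FRET cAMP assay | Replicates: One well per compound, no replicates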
Granule exo inh – lytic granule exocytosis inhibition; hit rate 0.66% among 360,000; TALL-104 LAMP-1 surface exposure, flow cytometry; cells stimulated with thapsigargin and PMA; inhibition, % at 10 µM;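 active means inhibition above about 55%, limit read from the data; inconclusive means no clear call, values can overlap the other calls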
N-glyco inh – N-linked glycosylation inhibition. D54 ERlucT glycosylation luciferase reporter, 24 h; percent of 100 nM tunicamycin response. reporter increase, % at 12.5 µM. hit rate 0.23% among 360,000. AID 588692;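 active means mean luciferase reporter signal, scaled so untreated is 0 and the glycosylation-blocking control 100, at or above a set limit in every replicate; inconclusive means mean reaches the limit but not every replicate does; inactive means mean below the limit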;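 further: luciferase carries N-glycosylation sites so blocking glycosylation raises the light; 0% = median of neutral control wells and 100% = median of 100 nM tunicamycin wells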
NOD2 RIPK2 PPI – blocks binding of human NOD2 to RIPK2; CHO BLA complementation NOD2-RIPK2, CCF4 ratio; O43353; inhibition, % at 4.98 µM; hit rate 0.38% among 360,000; in the data active means inhibition above about 21%;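 further: 0% = vehicle only and 100% = reference blocker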
Target sequence (O43353 whole entry, looked up): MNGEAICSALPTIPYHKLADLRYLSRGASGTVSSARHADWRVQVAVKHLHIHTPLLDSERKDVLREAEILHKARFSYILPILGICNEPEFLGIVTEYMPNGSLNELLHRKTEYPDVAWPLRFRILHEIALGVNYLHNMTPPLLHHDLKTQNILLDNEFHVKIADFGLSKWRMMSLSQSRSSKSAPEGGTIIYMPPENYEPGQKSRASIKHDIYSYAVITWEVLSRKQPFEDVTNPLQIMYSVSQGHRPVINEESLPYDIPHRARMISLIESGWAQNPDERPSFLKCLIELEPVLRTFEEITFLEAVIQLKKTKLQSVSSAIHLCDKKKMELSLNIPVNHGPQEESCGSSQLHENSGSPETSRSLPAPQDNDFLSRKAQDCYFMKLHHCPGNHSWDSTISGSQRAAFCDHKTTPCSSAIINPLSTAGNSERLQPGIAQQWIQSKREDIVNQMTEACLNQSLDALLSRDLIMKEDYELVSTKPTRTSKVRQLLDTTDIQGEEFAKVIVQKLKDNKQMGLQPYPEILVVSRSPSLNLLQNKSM
TLR9-MyD88 block – blocks human TLR9 binding to MyD88; hit rate 0.21% among 340,000; CHO BLA complementation TLR9-MyD88, CCF4 FRET ratio; inhibition, % at 4.98 µM; AID 504734; Q9NR96+Q99836;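 active means inhibition above the mean over all tested compounds plus 3 SD, cut at about 21% in these data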;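 further: 0% = DMSO only wells and 100% = clavulanate BLA inhibitor control wells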
aDG glyco up – alpha-DG glycosylation activation; activation, % at 10 µM; Pro5-aDG cells, alpha-DG glycosylation AlphaScreen (IIH6); 0% Pro5, 100% B10-LARGE cell signal; hit rate 0.22% among 360,000;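 active means activation of at least 8% versus controls, or a plate z-score of at least 8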;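 further: Pro5 are CHO cells carrying HIG-tagged alpha-DG that lacks glycosylation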
MC4R barr agon – human MC4R agonism via beta-arrestin; P32245; U2OS MC4R beta-arrestin complementation, luminescence; percent of melanotan II response, DMSO zero; activation, % at 8.9 µM; hit rate 0.98% among 360,000; AID 540308;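 active means activation above a per-plate cutoff, the mean activation of sample wells on that plate plus 3 SD, cut at about 8% in these data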
* hit, by the source's call; ? = inconclusive; nt = not tested or not shown. Some of the compounds tested; the hit share may differ from the screen's.

ABHD5-PLIN5 inh	Granule exo inh	NOD2 RIPK2 PPI	aDG glyco up	Vif imaging	ABCB6 inh 2	MC4R barr agon	TLR9-MyD88 block	MC4R antagonist	N-glyco inh	SMILES
4	1	1	0.0	-5	100	1.3	1	-1	1	CCNC(=O)c1ccccc1SCC(=O)Nc1ccc(F)cc1
-3	2	-4	-0.2	-7	99	-2.0	-6	18	1	Cc1ccc(S(=O)(=O)N2CCN(CC(=O)N/N=C\c3ccccn3)CC2)cc1
-1	-2	17	0.6	8	107	-0.7	0	13	0	CC(C)(C)c1ccc(NC(=O)CNC2CCCc3ccccc32)cc1 (stereo not given)
1	3	-3	0.2	-3	98	-1.4	-3	11	0	CCOc1ccccc1NC(=O)CS(=O)(=O)c1cn(CC(=O)N2CCOCC2)c2ccccc12
1	1	1	-0.1	-5	101	0.3	-5	12	1	CNS(=O)(=O)c1cc(N)ccc1C
1	6	15	0.0	1	87	0.2	3	-4	1	Cc1ccc(N2CC(C(=O)Nc3cccc(F)c3)CC2=O)cc1 (stereo not given)
-1	-4	0	0.0	-8	98	-0.4	5	1	0	COc1ccc(CC(=O)Cc2ccc(OC)c(OC)c2)cc1OC
-5	2	-12	0.1	-6	97	1.1	-13	-2	-1	COc1cc(C)ccc1OCCOCCOc1c(C)cc(C)cc1Br
-5	10	1	-0.1	3	96	-1.5	-4	1	1	Cc1ccccc1NC(=O)c1ccc2nc(N3CCOCC3)sc2c1
1	2	-17	0.2	9	99	-1.5	-2	16	4	O=C(O)CSc1c2c(nc3cc(C(=O)Nc4cccc(C(F)(F)F)c4)ccc13)CCC2
2	-1	-4	0.0	2	109	1.0	5	1	3	CCOC(=O)c1nnn(-c2nonc2N)c1CS(=O)(=O)c1ccccc1
10	-7	-10	0.1	nt	95	0.1	nt	2	1	CCc1nc2c(OCCC3CCCCC3)cccn2c1N(C)C(=O)C1CC1
0	4	-6	-0.1	0	101	-2.8	4	3	3	CCOC(=O)C1CCN(S(=O)(=O)c2ccc(-c3ccc(=O)[nH]n3)o2)CC1
-3	7	-15	0.1	1	101	-0.6	-15	6	2	O=Cc1ccc(C(=O)O)cc1
4	-1	-8	0.1	-1	84	-1.3	-5	-3	-1	COC(=O)c1[nH]c2ccc(C)cc2c1NC(=O)CN1CCN(C(=O)c2ccccc2)CC1
-6	2	2	0.0	-10	100	-2.3	3	10	5	CN(CC(=O)Nc1cccc(F)c1)C(=O)COc1ccc2c(c1)CCC2
-4	-4	3	0.1	nt	92	-0.5	2	-2	-2	COCCn1c(=O)[nH]c2cc(C(=O)NCCN3CCN(c4ccccc4)CC3)ccc2c1=O
3	-3	-13	-0.2	-5	95	0.2	9	-1	10	CN(C)c1ccc(-c2n(C)c3ccccc3[n+]2C)cc1
-6	-22	-7	0.1	-4	97	1.5	12	6	-3	CC(C)C[C@@]12C(=O)N(c3cccc(F)c3)C(=O)N1[C@H](c1ccc(Cl)cc1)[C@@H]1C(=O)N(C3CCCCC3)C(=O)[C@@H]12
1	2	-4	0.1	2	98	-3.4	-12	0	0	COc1ccc(C(=O)NCCS(=O)(=O)NCCc2ccccc2)cc1
0	3	-1	0.2	-13	94	1.0	4	6	-7	COc1cccc(CNn2c(-c3cccc(C)c3)nc3ccccc3c2=O)c1
74*	-2	1	-0.4	16	96	-3.2	8	4	-5	O=C(/C=C/c1cccc([N+](=O)[O-])c1)c1cccs1
-5	-2	-8	-0.1	-5	102	-0.7	5	4	1	CCOC(=O)C1=C(C)N(c2ccc(OC)cc2)C(=O)/C1=C\c1cccs1
2	2	5	0.8	-5	86	-0.6	8	25	0	Cc1c(-c2ccccc2)sc(Br)c1C(=O)N1CCOCC1
-4	?	-2	0.0	5	99	1.2	0	1	1	COC(=O)c1ccc(CNC(=O)C(Cc2ccccc2)NC(=O)c2ccccc2)cc1 (stereo not given)
3	0	-16	0.4	-5	101	0.2	7	1	0	COc1ccc(CN(C)c2ncnc(N)n2)cc1
-2	-5	3	0.6	12	100	1.3	1	4	2	NS(=O)(=O)c1cccnc1Nc1cccc(Cl)c1
1	3	-4	-0.2	1	95	-0.9	-15	-2	0	O=C(COC(=O)c1ccc2c(c1)OCCO2)Nc1cc(Cl)ccc1Cl
-6	-5	-4	-0.3	13	84	-2.1	2	9	6	COC1=Cc2c(ccc3ccc(=O)oc23)OC1(C)C
1	-3	-4	0.0	11	99	-2.4	-12	-13	1	Nc1c(-c2ccccc2)sc2ccc3ccccc3[n+]12
-4	-8	-7	0.2	11	100	1.9	3	4	1	CSCCC1(C(=O)O)NC(c2ccccc2O)C2C(=O)N(C(C)C)C(=O)C21 (stereo not given)
-10	0	6	0.7	nt	109	1.1	-6	-4	0	COc1cccc(Oc2cn[nH]c2-c2ccc(OC)cc2O)c1
8	-3	-10	0.3	7	101	-2.2	9	2	4	COc1cc(NC(=O)CCc2nnc3ccc(N4CCC(C)CC4)nn23)cc(OC)c1
-2	2	6	-0.1	0	91	-2.7	-2	0	0	CC1CCC2(CC1)Nc1ccccc1C(=O)N2c1ccccc1 (stereo not given)
-1	-1	0	0.1	7	93	-3.0	7	0	-4	Cc1ccnc(NC(=O)CC(c2ccccc2)c2ccccc2)n1
-7	0	9	0.0	-3	101	2.1	-13	1	0	Cn1c2ccccc2c2ncn(CCC3=CCCCC3)c(=O)c21
2	3	-15	-0.2	-1	101	-0.2	-2	16	2	O=C(Cn1nnc(-c2cccs2)n1)NCc1cccs1
-2	-4	-9	0.0	0	93	-1.6	-4	-5	1	CCCc1nc2sc3c(c2c(=O)n1NC(=O)c1ccco1)CC(C)(C)OC3
3	-2	-9	0.4	-5	100	-3.1	1	-2	0	O=C(CSc1nnc(NC(=O)C2CC2)s1)NCc1ccc(F)cc1
0	-15	3	0.0	-2	100	-1.8	nt	-4	1	O=C(Nc1cccc(OC(F)(F)F)c1)[C@@H]1O[C@H](CO)[C@H](O)[C@H](O)[C@H]1O
-7	-4	2	0.0	5	100	-0.8	-6	13	0	O=C(CSc1nnnn1-c1ccc(Cl)cc1)N1CCc2ccccc2C1
-4	3	-8	0.3	7	109	2.1	0	-1	1	CCOc1ccc(/C(O)=C2/C(=O)C(=O)N(c3nc(C)c(C)s3)C2c2ccco2)cc1 (stereo not given)
12	-1	-8	0.8	-7	100	-1.2	-9	8	-2	Cc1cccnc1NC(=O)c1cccc(S(=O)(=O)N2CCCc3ccccc32)c1
-1	1	-3	0.1	0	95	-0.4	-3	9	1	Cc1cc(=O)[nH]c(SCC2COC3(CCCCC3)O2)n1 (stereo not given)
0	6	9	0.0	2	103	3.2	-5	15	0	COc1ccc(C(=O)c2oc3ccc(OC)cc3c2NC(C)=O)cc1
-7	-4	1	0.7	-5	96	1.0	-7	6	4	Cc1nn(CC(=O)N2CCc3ccccc32)c(C)c1S(=O)(=O)NC(C)(C)C
-5	0	3	0.0	12	97	-0.6	4	1	1	COC(CN(C)C(=O)c1ccc2c(c1)NC(=O)c1ccccc1S2)OC
1	-9	7	0.1	2	92	9.5*	17	3	1	Cc1ccc(CNc2oc(COc3ccccc3Cl)nc2C#N)cc1
4	0	-10	0.0	0	97	-1.1	-8	7	2	CN(C)CCCn1cnc2c1c(=O)[nH]c(=O)n2Cc1ccccc1
-4	-2	-5	1.3	-13	96	12*	3	-3	-5	NS(=O)(=O)c1ccc(NC(=S)N2CCN(c3ccc(Cl)c(Cl)c3)CC2)cc1
3	7	1	1.3	0	96	4.7	5	-4	-2	COc1ccc2c(c1)CCc1c(C(=O)N3CCCCCC3)noc1-2
8	20	-2	0.2	nt	209	-0.7	2	5	0	CCC(CO)[n+]1c(C)cc(/C=C2\Sc3ccccc3N2Cc2ccccc2)cc1C (stereo not given)
-1	-2	-3	-0.1	-2	96	-1.6	6	-1	1	CS(=O)(=O)N(CC(=O)N1CCc2ccccc2C1)c1cccc([N+](=O)[O-])c1
3	-6	-1	0.0	97*	100	0.3	1	0	-2	CCCC1(C2CCCC2)NC(=O)NC1=O (stereo not given)
4	13	-5	-0.1	1	106	-0.7	2	1	1	O=C(NCC(c1cccs1)N1CCOCC1)c1cc(=O)[nH]c2ccccc12 (stereo not given)
-3	-10	-2	-0.1	24	98	-0.3	4	11	0	COc1ccccc1CNC(=O)C(CCSC)NC(=O)c1cccc(S(=O)(=O)N2CCOCC2)c1 (stereo not given)
4	8	-14	0.1	5	93	0.9	-3	7	-1	COc1cccc(OCC(=O)O/N=C(\N)c2ccncc2)c1
-5	-8	5	0.0	2	101	-2.2	-4	16	1	O=C(Cn1c(=O)oc2ccccc21)Nc1ccc(F)c(F)c1
-4	-3	-3	0.0	14	98	-1.1	-7	-2	2	O=C1CSC(=Nc2cccc(C(=O)O)c2)N1
